Compound activity: PubChem BioAssay, several laboratories
EBNA-1 inh: blocks EBNA-1 binding to DNA | EBNA-1 DNA binding, fluorescence polarization | inhibition, % at 14.8 µM | hit rate 0.34% among 300,000 | AID 1950; in the data active = inhibition above about 28%
CR mimetic SO: caloric restriction mimetics inhibiting age-related superoxide in yeast | S. cerevisiae aged cells, superoxide DHE fluorescence; stronger effect = lower value | hit rate 0.18% among 330,000 | superoxide response (% of plate mean), % at 10 µM;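 active = superoxide response under a set limit, about three screen SD below normal, cut at about 65% in these data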;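 also: yeast aged for seven days with compound at 30 °C before DHE staining; 100% = average MFI of all compound-treated wells on the plate with controls excluded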
Bcl-xL primary: Bcl-xL (human) inhibition; Q07817; GST-Bcl-xL / FITC-Bim BH3 peptide fluorescence polarization; inhibition, % at 10.9 µM; hit rate 0.7% among 320,000;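 active = inhibition above the mean of all tested compounds plus 3 SD, cutoff set per campaign, cut at about 30% in these data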;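 also: 0% = DMSO wells and 100% = unlabeled Bim-BH3 peptide competitor; inhibitors lower millipolarization by displacing the labeled peptide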
MEX-5 binding: C. elegans MEX-5 TCR-2 RNA binding activity. Q9XUB2. MEX-5/FITC-TCR2 RNA binding, fluorescence polarization; stronger effect = lower value. activity score (negative = inhibition of binding), % at 10 µM. hit rate 0.38% among 300,000;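 active = inhibition past about -25% in most replicates, and total fluorescence under double the plate's negative control median, limit read from the data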;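 also: 0% = DMSO and -100% = 5 µM competing unlabeled TCR2 RNA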
GLD-1 TGE inh: GLD-1-TGE RNA interaction inhibition (C. elegans) | inhibition, % at 5.96 µM | purified GLD-1 + fluorescein TGE RNA, fluorescence polarization | Q17339 | AID 2280 | hit rate 0.44% among 320,000;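 active = percent inhibition above a per-plate cutoff, the plate mean of test compounds plus 3 SD, cut at about 30% in these data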;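 also: 0% = DMSO wells with GLD-1 and probe and 100% = wells lacking GLD-1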
Target sequence (Q17339 whole entry, looked up): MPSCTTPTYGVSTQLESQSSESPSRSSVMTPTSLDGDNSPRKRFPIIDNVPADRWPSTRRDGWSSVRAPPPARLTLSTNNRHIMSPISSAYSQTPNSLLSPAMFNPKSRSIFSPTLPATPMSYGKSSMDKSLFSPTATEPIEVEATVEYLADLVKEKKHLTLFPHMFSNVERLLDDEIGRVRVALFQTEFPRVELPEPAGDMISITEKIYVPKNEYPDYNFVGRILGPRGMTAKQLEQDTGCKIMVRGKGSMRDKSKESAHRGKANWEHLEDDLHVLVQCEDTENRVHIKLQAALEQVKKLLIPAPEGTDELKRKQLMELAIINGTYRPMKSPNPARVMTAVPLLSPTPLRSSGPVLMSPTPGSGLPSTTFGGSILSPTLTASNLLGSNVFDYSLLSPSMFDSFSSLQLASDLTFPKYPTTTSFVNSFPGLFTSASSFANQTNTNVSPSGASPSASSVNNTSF
ZTA counter: counter-screen for EBNA-1 inhibitors: inhibitors of Epstein-Barr virus ZTA; P03206; ZTA-DNA binding, fluorescence polarization; inhibition, % at 11 µM; hit rate 0.15% among 320,000; AID 2234; in the data active = inhibition above about 33%
Target sequence (P03206 whole entry, looked up): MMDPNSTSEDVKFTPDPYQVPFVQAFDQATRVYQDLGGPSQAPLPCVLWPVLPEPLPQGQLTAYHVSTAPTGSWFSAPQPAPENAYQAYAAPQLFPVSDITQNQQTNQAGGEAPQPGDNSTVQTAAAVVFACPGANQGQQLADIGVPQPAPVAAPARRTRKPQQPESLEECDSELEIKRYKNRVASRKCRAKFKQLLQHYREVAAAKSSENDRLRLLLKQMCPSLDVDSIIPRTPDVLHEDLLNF
Fam108B counter: counter-screen for RBBP9 inhibitors: inhibitors of mouse Fam108B; recombinant Fam108B, FP-Rh probe fluorescence polarization; inhibition, % at 9.51 µM; hit rate 0.33% among 300,000;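 active = inhibition above the screen mean inhibition plus 3 SD, computed separately per campaign, cut at about 18% in these data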;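 also: inhibitors lower polarization as less probe binds the enzyme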
MCL1-BIM inh: inhibitors of human MCL1 binding to BIM-BH3 peptide; Q07820; GST-MCL1 / FITC-Bim-BH3 fluorescence polarization; inhibition, % at 10.9 µM; hit rate 0.68% among 320,000; AID 2057;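 active = inhibition above the mean inhibition of all tested compounds plus 3 SD, set per campaign, cut at about 40% in these data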;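 also: 0% = DMSO wells and 100% = unlabeled Bim-BH3 peptide control; higher means more loss of mP so more displacement of Bim peptide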
Target sequence (Q07820 whole entry, looked up): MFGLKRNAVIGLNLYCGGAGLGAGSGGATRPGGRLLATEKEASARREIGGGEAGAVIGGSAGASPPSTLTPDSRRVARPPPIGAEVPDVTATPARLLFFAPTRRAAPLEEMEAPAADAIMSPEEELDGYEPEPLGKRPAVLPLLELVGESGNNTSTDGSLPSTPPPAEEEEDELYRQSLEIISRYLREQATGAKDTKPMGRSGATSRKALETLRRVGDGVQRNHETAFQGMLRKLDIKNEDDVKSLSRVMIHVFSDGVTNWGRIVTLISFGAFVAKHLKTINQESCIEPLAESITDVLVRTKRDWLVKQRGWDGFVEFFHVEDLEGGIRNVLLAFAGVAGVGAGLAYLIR
Efflux pump mplx: inhibitors of Candida antifungal efflux pumps expressed in yeast. S. cerevisiae Candida pump triplex, Nile Red efflux. inhibition, % at 10 µM. hit rate 0.44% among 330,000. AID 485275;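 active = plate passing quality check with inhibition over a set limit, or well fluorescence over plate mean plus 4 SD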;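 also: Nile Red retained in pooled yeast measured as flow cytometry median fluorescence; 0% = buffer negative control and 100% = Enniatin B positive control; higher means more Nile Red kept so more efflux inhibition; some compounds called inactive have numbers as strong as hits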
* marks the source's active call; other numbers are inactive results; nt = no result given.

SMILES	EBNA-1 inh	CR mimetic SO	Bcl-xL primary	MEX-5 binding	GLD-1 TGE inh	ZTA counter	Fam108B counter	MCL1-BIM inh	Efflux pump mplx
CC1/C(=N/O)CC(c2ccccc2)NC1c1ccccc1 (centres undefined)	-1	100	0	1.3	3	2	7	-2	0.0
COc1ccc(CCNC(=O)CCC(=O)Nc2nnc(C(C)C)s2)cc1OC	3	99	-1	0.9	2	2	-3	6	-0.1
CCOC(=O)c1nnn(CC(=O)Nc2ccccc2)c1C(=O)OCC	-3	100	0	-0.8	7	-9	1	-2	-0.1
COc1ccc(C2=C/C(=C\c3ccccc3OC(C)=O)C(=O)O2)cc1	-2	109	-40	4.1	-36	10	2	-103	0.1
CC(C)C1C(C#N)=C(N)Oc2n[nH]c(-c3cccs3)c21 (centres undefined)	1	95	4	-1.5	-2	7	-1	8	-0.1
COc1ccc(CNC(=O)c2ccc(N(C)S(=O)(=O)c3ccc(C)cc3)cc2)cc1	4	99	3	-0.9	5	16	-6	-1	0.8
Cc1nc(CSc2nnc(C)s2)cs1	1	106	-1	1.0	4	-5	-5	-3	0.3
CCC(=O)Nc1nnc(C(C)(C)C)s1	3	89	7	-0.3	-2	-11	6	5	-0.2
CC(=O)N1c2ccc(S(=O)(=O)N3CCCC3)cc2CC1C(=O)NC(C)C (centres undefined)	-3	92	8	0.1	3	-10	1	6	-0.1
COc1cccc(Cn2cc(C)cc(NC(=O)NCc3ccccc3)c2=O)c1	-3	108	-3	-0.3	-1	-19	2	-2	0.0
Cn1cnc(S(=O)(=O)NCc2cccs2)c1	1	93	3	2.5	0	3	-8	12	0.0
COc1ccc(NC(=O)Cn2nc(Cc3cccnc3)c3ccccc3c2=O)c(OC)c1	5	108	1	-2.5	-3	13	-2	0	0.0
C/C(=N\Nc1ncc(Cl)cc1Cl)c1ccc(N2CCOCC2)cc1	-12	118	-10	4.1	-5	6	0	-10	0.9
CCSc1nc(-c2ccccc2)c(-c2ccccc2)n1CC(O)CO (centres undefined)	4	106	9	1.0	2	-9	-4	4	0.1
O=C(CC(Nc1ccc(F)cc1)c1ccccc1)c1ccccc1 (centres undefined)	0	97	8	-1.7	0	2	-2	10	0.1
COC(=O)CN1C(=O)C(O)(CC(=O)c2ccc(Br)cc2)c2ccccc21 (centres undefined)	6	95	8	-1.3	9	-4	4	7	0.0
COc1ccccc1CNC(=O)C1CCN(S(=O)(=O)c2cccc3nonc23)CC1	9	108	3	1.9	-9	2	0	-2	0.3
Cc1ccc(S(=O)(=O)N2CCC(C(=O)N3CCc4ccccc43)CC2)cc1	3	108	2	2.0	3	-1	0	5	0.8
COc1cccc(N2C(=O)C3C(C2=O)C2C=CC3C23CC3)c1 (centres undefined)	-4	105	10	-0.2	-2	-2	-4	10	-0.1
COc1ccc(CCNC(=O)CSc2ccccn2)cc1	-3	100	7	nt	9	-6	-2	1	0.0
O=C(O)C1C2C=CC3(CN(Cc4ccco4)C(=O)C13)O2 (centres undefined)	-7	103	3	-3.2	10	-15	-3	4	-0.3
O=C(NCCC1=CCCCC1)c1cc(-c2ccncc2)nc2ccccc12	3	114	5	-0.9	3	17	3	13	0.0
CCn1nc(C)c(NC(=O)c2ccc(Br)o2)c1C	-2	98	-1	0.6	-4	-6	1	-1	0.2
COC(=O)C1CCN(C(=O)C2CCN(C(=O)[C@H](C)NS(=O)(=O)c3ccc(C)cc3)CC2)CC1	4	70	1	1.4	-10	-15	1	1	0.2
CNCCCc1[nH]nc(N)c1C#N	-6	106	-1	0.3	-3	-4	1	0	0.2
S=C(NCC1CCCO1)NC12CC3CC(CC(C3)C1)C2 (centres undefined)	-2	76	0	-0.9	1	0	-3	-2	0.0
O=S(=O)(Nc1ccc(Cl)cn1)c1cccs1	9	103	7	0.8	0	-12	-5	1	-0.1
O=C(CN1C(=O)S/C(=C\c2ccccc2)C1=O)NC1CCS(=O)(=O)C1 (centres undefined)	7	96	3	-1.7	-1	3	-2	3	0.0
O=C(O)C1CCCCC1C(=O)N1CC=C(c2ccccc2)CC1 (centres undefined)	12	89	1	1.9	1	-5	3	6	0.0
COc1ccc(NC(=O)c2cc(S(=O)(=O)N3CCc4ccccc43)cn2C)c(OC)c1	-6	95	3	-1.1	2	-4	7	-1	0.2
CCOC(=O)C1=C(C)NC(C)=C(C(=O)OCC)C1C(=O)OCC(=O)N1CCCCC1CC (centres undefined)	5	91	-1	1.9	-2	2	-1	-6	-0.1
CN1CCN(CCCn2cnc3c(=O)oc4ccccc4c32)CC1	-4	96	-1	-0.6	10	-8	4	-4	-0.1
Cc1ccc(OCC(=O)NNC(=O)c2cccnc2)cc1C	-1	107	2	2.1	2	-4	3	5	-0.1
COc1ccccc1Oc1c(C)oc2cc(OC(=O)c3ccco3)ccc2c1=O	-2	108	-1	nt	0	-12	1	-1	0.1
COc1ccc(C(=O)O/N=C(\N)c2ccc(OC)c(OC)c2)cc1	-10	70	4	-4.0	-1	12	-3	3	0.4
CSc1nc(C)c(C(=O)C[n+]2ccc(C)cc2)cc1C#N	-3	84	1	0.5	-2	-8	3	5	0.1
Nn1c(SCC(=O)Nc2ccccc2F)nnc1C1CCCCC1	-10	111	0	-3.0	2	-10	-3	2	0.0
CC1CCCC(NCC(O)COC(c2ccc(F)cc2)c2ccc(F)cc2)C1C (centres undefined)	-2	118	-1	1.5	-4	-10	-5	-8	0.1
CC(C)Nc1nc(NC(C)C)nc(SCCOC(=O)Nc2ccc(Cl)cc2Cl)n1	-4	108	4	1.8	13	-20	-5	4	0.0
CCOC(=O)CNc1nc(Cl)c(C#N)s1	-8	95	5	-0.5	4	-12	-2	11	0.1
Cc1cc(C)cc(-n2ncc3c2CCCC3NC(=O)CN2CCCCC2=O)c1 (centres undefined)	11	105	3	0.7	3	-1	-2	5	-0.1
C[C@H](NC(=O)c1nc[nH]c1C(=O)N[C@@H](Cc1ccccc1)C(=O)OC(C)(C)C)c1ccccc1	-4	106	2	-3.8	11	-5	-7	-1	0.0
CC(C)(C)c1ccc(C(=O)N/N=C/c2ccccn2)cc1	-7	105	2	-0.5	5	-3	2	9	0.4
COc1ccc(CN(C)CC(=O)c2c(N)n(Cc3ccccc3)c(=O)n(C)c2=O)c(OC)c1	16	108	2	-0.8	1	-6	0	-4	0.0
O=C(NCc1ccco1)C1Cc2ccccc2CN1S(=O)(=O)c1ccccc1F (centres undefined)	-5	105	6	nt	5	3	-7	29	0.2

Rewritten with values under each structure: entries from further up.
Order of values – EBNA-1 inh	CR mimetic SO	Bcl-xL primary	MEX-5 binding	GLD-1 TGE inh	ZTA counter	Fam108B counter	MCL1-BIM inh	Efflux pump mplx
C[C@H](NC(=O)c1nc[nH]c1C(=O)N[C@@H](Cc1ccccc1)C(=O)OC(C)(C)C)c1ccccc1
 : -4	106	2	-3.8	11	-5	-7	-1	0.0
CC(C)(C)c1ccc(C(=O)N/N=C/c2ccccn2)cc1
 : -7	105	2	-0.5	5	-3	2	9	0.4
COc1ccc(CN(C)CC(=O)c2c(N)n(Cc3ccccc3)c(=O)n(C)c2=O)c(OC)c1
 : 16	108	2	-0.8	1	-6	0	-4	0.0

New compounds follow.
SMILES	EBNA-1 inh	CR mimetic SO	Bcl-xL primary	MEX-5 binding	GLD-1 TGE inh	ZTA counter	Fam108B counter	MCL1-BIM inh	Efflux pump mplx
Cc1cccc(OCC(=O)NC(=S)Nc2ccccc2N2CCOCC2)c1	8	107	3	2.4	2	6	2	4	-0.1
Cc1nnc(SC(C)C(=O)N2CCc3ccccc32)s1 (centres undefined)	6	97	5	-1.2	8	0	-1	-1	0.2
COC(=O)c1ccc(CN2CCC(Oc3cccc(C(=O)N4CCOCC4)c3)CC2)cc1	5	95	1	-2.8	4	5	2	1	-0.1
COc1ccc(NC(=O)c2c(C(F)(F)F)nn(C)c2SCc2ccccc2)cc1	-4	105	0	0.3	2	-9	0	-2	-0.1
CCCOc1ccc(CC(=O)NCc2ccco2)cc1OC	-9	95	2	-1.4	-1	8	-5	-2	0.0
CC(C)=CC(=O)OCC(=O)Nc1ccc(Cl)cc1	1	87	-7	0.0	-4	-6	-4	-2	-0.1
O=C(c1cc[n+]([O-])cc1)N1CCc2c([nH]c3ccccc23)C1c1ccccc1Cl (centres undefined)	5	119	8	-1.1	-4	8	2	-1	-0.1
CCCN1C(=O)C(=O)N(CC(=O)c2cc(C)n(C3CC3)c2C)C1=O	nt	90	3	nt	8	-10	nt	4	0.1
CCN(CC)C(=O)c1[nH]cnc1C(=O)N[C@@H](Cc1ccccc1)C(=O)OCc1ccccc1	4	97	2	-1.6	-1	12	-6	1	0.1
Cc1cc2oc(=O)cc(C)c2cc1NC(=O)CCC(=O)O	8	100	3	-3.9	1	-2	2	1	0.2
CCc1cccc(NC(=O)CSCc2cc(=O)[nH][nH]2)c1	2	85	6	0.7	-4	4	1	14	0.0
Cc1ccc(S(=O)(=O)N2CCCC(C(=O)NCC3COCCO3)C2)cc1 (centres undefined)	-6	101	2	0.5	4	12	3	0	0.0
Cn1cc(S(=O)(=O)N2CCN(c3cccc(Cl)c3)CC2)c(=O)n(C)c1=O	10	101	4	0.8	-3	-2	-2	1	0.0
CCOc1ccc(NC(=S)Nc2ccc(OCC)cc2)cc1	-6	105	4	-1.5	-4	-5	-5	27	0.6
CC1=C(C)C(=O)N(c2ccc(C(=O)O)cc2)C1=O	3	103	3	1.0	2	9	0	5	0.0
CC(NC(=O)c1ccc(Br)cc1Br)c1ccccc1 (centres undefined)	8	96	4	1.3	-2	-10	1	-3	0.0
CC(C)N1C(=O)c2ccccc2N(Cc2ccccc2)S1(=O)=O	-8	93	2	1.3	-1	-7	5	-1	0.4
Cc1c(C(=O)N2CCCCCC2)c(S(=O)(=O)Nc2ccc(F)cc2)c(C)n1C	-11	95	4	2.1	-7	-4	-1	5	0.0
CCCCN(C(=O)/C=C/c1ccccc1)C1CCS(=O)(=O)C1 (centres undefined)	-6	100	-1	-0.2	9	-2	4	0	-0.1
Cc1ccc(N(C(=O)CNC(=O)c2ccco2)C(C(=O)NC2CCCC2)c2ccncc2)cc1C (centres undefined)	-3	104	-1	1.0	4	4	1	-8	-0.1
CCOC(=O)/C(=N\Nc1ncnc2ccccc12)c1ccc(OC)cc1	3	88	5	-3.1	5	5	6	1	0.1
O=C(Nc1ccc(F)c(F)c1)c1ccco1	-11	78	1	1.0	-5	2	0	-2	0.0
CCOc1ccc(-c2nnc(NC(=O)CCCOc3cccc(C)c3)o2)cc1	6	97	8	-1.3	-4	-11	5	9	-0.1
C/C=C(\C)C(=O)OC(C)(C)[C@@H]1Cc2cc3ccc(=O)oc3cc2O1	nt	100	1	nt	7	-25	nt	3	0.0
Cc1ccc(N=Nc2c(=O)[nH]n3c(=O)cc(C)[nH]c23)cc1	1	108	5	0.1	-10	10	1	4	0.0
COc1ccc(N2CCN(S(=O)(=O)c3cccc4cccnc34)CC2)cc1	11	103	5	-0.4	8	0	2	0	-0.1
CC1CCCCN1C(=O)c1c([N+](=O)[O-])cnn1C (centres undefined)	-5	102	7	-1.0	6	-4	2	3	0.2
CCOc1ccc(N2C(=O)C3C(c4ccc(OC)cc4OC)NC(CCSC)(C(=O)OC)C3C2=O)cc1 (centres undefined)	7	104	3	-1.1	-2	3	0	2	-0.1
Cc1ccc(S(=O)(=O)Nc2ccc3nc(C)sc3c2)c(C)c1	nt	90	3	nt	-5	3	nt	3	0.2
COC(=O)C[C@H]1c2cc(F)ccc2S(=O)(=O)N1c1ccccc1	0	105	-4	-1.1	-7	6	4	-6	0.0
Cc1ccc(S(=O)(=O)N(C)C)cc1NC(=O)C(C)OC(=O)C1CCCC1 (centres undefined)	5	78	-9	2.2	-1	7	4	-19	-0.1
CNC(=S)N1CCN(c2nc(-c3ccc(Cl)cc3)cs2)CC1	-13	104	3	-1.5	4	1	4	13	0.1
